# VHR inh color: VHR1 phosphatase inhibitors, primary screen, biochemical, colorimetric, HTS; Dual specificity protein phosphatase 3 (Homo sapiens), P51452; recombinant VHR phosphatase, colorimetric substrate read-out; inhibition, % at 20 µM; 50,000 compounds, 0.7% hits; in the data active = inhibition above about 60%; also: some results filed as inactive read as strong as hits
# Target sequence (P51452 whole entry, looked up): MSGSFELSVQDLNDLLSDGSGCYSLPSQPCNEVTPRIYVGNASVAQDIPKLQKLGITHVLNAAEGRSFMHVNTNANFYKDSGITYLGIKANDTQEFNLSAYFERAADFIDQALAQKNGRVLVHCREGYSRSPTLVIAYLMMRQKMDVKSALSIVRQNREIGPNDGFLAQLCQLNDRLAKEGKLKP
# Numbers without * were called inactive. Only part of the results is shown (hit frequency here may not be typical).
SMILES,VHR inh color
COc1cc(C2/C(=C(\O)c3ccccc3)C(=O)C(=O)N2CCCCCC(=O)O)ccc1O (centres undefined),-20
O=C(Cn1c(NCCCO)nc2ccccc21)c1ccc([N+](=O)[O-])cc1,-7
O=C(CCN1C(=O)c2ccccc2C1=O)N1CCN(Cc2ccc(Cl)cc2)CC1,-15
O=C(O)C1C(C(=O)Nc2ccc(Br)cc2)C2C=CC1C21CC1 (centres undefined),-6
COc1ccc(/C=c2/sc3nc(-c4ccc(C(C)(C)C)cc4)nn3c2=O)cc1,11
COC(C)(C)c1cc(-c2cccc3ccccc23)nc(N)n1,-14
COC(=O)c1sccc1NC(=O)c1sc2ccccc2c1Cl,-25
Cc1ccc(N(Cc2ccc(C(=O)NCc3ccco3)cc2)S(C)(=O)=O)cc1C,-6
O=[N+]([O-])c1ccc(-n2cccn2)c(-c2nn[nH]n2)c1,20
O=C(CCNc1ccc(-c2ccccc2)cc1)c1cccs1,11
Cc1ccc2ncnc(NCCCN3CCOCC3)c2c1,-15
CCn1c(C)c(C(=O)O)c2cc(OC)c3ccccc3c21,-14
O=C(Cc1ccccc1)Nc1ccccc1I,-10
O=C(O)/C=C/C(=O)Nc1nc(-c2ccc3ccccc3c2)cs1,-4
COC(=O)c1ccc(/C=C2\SC(=S)N(NC(=O)c3ccccc3C)C2=O)cc1,22
COc1ccc(/C=C2\SC(=O)N(Cc3ccccc3)C2=O)cc1OC,-5
C1CN(CC23CC4CCC(CC(C4)C2)C3)CCO1,-19
O=C(NCCc1ccccc1)C(=O)Nc1cccc(Cl)c1Cl,15
CCN(CC)C(=O)c1sc(NC(=O)CCCOc2ccc(Cl)cc2C)c(C(=O)OC)c1C,14
O=C(O)c1cccc(Nc2nc(-c3ccc(Br)cc3)cs2)c1,-13
COc1cccc(-n2c(/C=C/c3c(C)n(C)c4ccccc34)nc3ccccc3c2=O)c1,2
O=[N+]([O-])c1cc(C(F)(F)F)ccc1N/N=C/c1ccc2c(c1)OCO2,3
COc1ccc(C2CC(=O)C3=C(C2)Nc2ccccc2NC3c2ccc(NC(C)=O)cc2)cc1OC (centres undefined),30
COCCCNc1ncnc2ccc(Br)cc12,6
CCOC(=O)C1=C(CC)NC2=C(C(=O)CC(C)(C)C2)C1c1ccc(Cl)cc1Cl (centres undefined),-16
# The results go on:
SMILES,VHR inh color
O=C(Nc1ccc([N+](=O)[O-])cn1)C(c1ccccc1)c1ccccc1,20
O=C1c2[nH]nc(-c3ccccc3)c2C(c2ccc([N+](=O)[O-])cc2)N1c1ccccc1 (centres undefined),3
Cc1cc(=O)oc2c(C)c3occ(-c4ccccc4)c3cc12,-18
COc1ccc(/C=C(/C(=O)c2c(C)cc(C)[nH]c2=O)c2ccccc2)cc1,-5
CC(=O)Nc1cc(-c2ccccc2Cl)[nH]n1,-9
CCN(CC)CCN1C(=O)C(=O)/C(=C(/O)c2ccc(Br)cc2)C1c1ccccc1F (centres undefined),-16
COc1ccc(C(=O)/C=C/Nc2ccc(S(=O)(=O)Nc3nc(C)cc(C)n3)cc2)c(OC)c1,38
COc1ccccc1Nc1nc(C)c([N+](=O)[O-])c(Nc2ccccc2OC)n1,-58
O=C(CCCCCN1C(=O)c2ccccc2C1=O)Nc1ccc(F)c(Cl)c1,-3
CC(=O)Nc1ccc(Nc2nc(-c3ccc(Br)cc3)cs2)cc1,-2
Cn1c2ccccc2c2cc(C3Nc4ccccc4C(=O)N3Cc3ccco3)ccc21 (centres undefined),10
COc1nc(-c2ccccc2)c2cc(Cl)ccc2n1,4
COc1ccc(-c2noc(COc3ccc(Br)cc3)n2)cc1,-15
COc1ccc(C2C3=C(CC(C)(C)CC3=O)Nc3[nH]c(=O)[nH]c(=O)c32)cc1 (centres undefined),4
CCCCOC(=O)c1ccc(NC(=O)c2ccc(OC)c([N+](=O)[O-])c2)cc1,5
O=S(=O)(Nc1ccc2oc(-c3ccc(I)cc3)nc2c1)c1ccccc1,4
CC1CCc2c(sc(NC(=O)CCc3ccccc3)c2C(N)=O)C1 (centres undefined),-2
Cc1cc(C)c(OCC(=O)Nc2cccc([N+](=O)[O-])c2)c(C)c1,-13
CC(C)(C)NC(=O)c1nn2c(c1Br)NC(c1cccs1)CC2C(F)(F)F (centres undefined),8
CCOc1ccc(Cc2c(O)n(-c3ccccc3)c(=S)[nH]c2=O)cc1,0
Cc1cccc(C(=O)Nc2sc3c(c2C(=O)N2CCN(C)CC2)CCCC3)c1,-12
CC(=O)NC1=NN(C(C)=O)C(c2cccc(Cl)c2)S1 (centres undefined),-10
COc1ccc(/C=C2/Sc3ccccc3C2=O)cc1,7
CC(=O)c1cccc(NC(=O)Nc2cccc3ccccc23)c1,16
O=[N+]([O-])c1ccccc1S(=O)(=O)Nc1ccc(Cl)c(C(F)(F)F)c1,2
# Next section.
SMILES,VHR inh color
Cc1ccc(N2NC(=O)/C(=C/c3ccc(O)c(O)c3)C2=O)cc1,-3
COc1cccc(/C=C2\SC(=S)N(C3CCCCC3)C2=O)c1O,-67
Cc1sc(NC(=O)c2cccc([N+](=O)[O-])c2)c(C(N)=O)c1C,-2
CC1=C(C(=O)N2CCOCC2)C(c2cccs2)NC(=O)N1 (centres undefined),2
Cc1ccccc1NC(=O)c1ccc(NC(=O)c2ccco2)cc1,-23
COc1cc([N+](=O)[O-])ccc1NC(=O)COc1ccc(Cl)cc1C,-12
CC1=NNC(=O)C1CCC(=O)N/N=C(\C)c1cccc([N+](=O)[O-])c1 (centres undefined),-5
Cc1ccnc(NC(=O)C(C)Oc2cccc(Cl)c2)c1 (centres undefined),-1
Cc1cc(Cl)ccc1OCC(=O)O/N=C(\N)c1ccc(Br)cc1,16
Cc1cc(C)c(NS(=O)(=O)c2cc(C)ccc2C)c(C)c1,-23
O=C(COc1ccc2ccccc2c1)N1CCN(S(=O)(=O)c2ccccc2)CC1,-7
Cc1c(-c2ccccc2)nc2ccccc2c1C(=O)Nc1ccc(F)cc1F,42
Cc1ccc(NC(=O)/C(=C/c2cccc([N+](=O)[O-])c2)NC(=O)c2ccccc2)c(Br)c1,1
Brc1ccc(Nc2ccc3ccccc3n2)cc1,-17
COc1ccc(C/C(N)=N/OC(=O)c2ccco2)cc1OC,0
Fc1ccc(NC(=S)Nc2ccc(Br)cc2)cc1,0
CN(C)c1ccc(NC2=NC3(CCCCC3)N=C(N)N2)cc1,32
Cc1cc(Br)c(-c2ccc(/C=C3/NC(=S)NC3=O)o2)cc1C,91*
CCOc1ccc(NC2=C(Cl)C(=O)N(c3ccccc3)C2=O)cc1,-25
CN(Cc1ccccc1)Cc1c(O)ccc2c3c(c(=O)oc12)CCC3,6
O=C(Nc1cccc([N+](=O)[O-])c1)c1cc(S(=O)(=O)Nc2ccc(F)cc2)ccc1Cl,8
Cc1ccc2[nH]c3c(c2c1)CCN(C)C3,2
CCCCOC(=O)c1ccc(NC(=O)C(C)(C)C)cc1,-5
Cc1c(Cl)c(C(F)(F)F)nn1CC(=O)NCc1ccc(Cl)cc1,18
COc1cccc(C(=O)Nc2cccc3nsnc23)c1,-4

# 16 structures from above, ordered by heavy-atom count, highest first:
SMILES,VHR inh color
COc1ccc(C(=O)/C=C/Nc2ccc(S(=O)(=O)Nc3nc(C)cc(C)n3)cc2)c(OC)c1,38
COc1cc(C2/C(=C(\O)c3ccccc3)C(=O)C(=O)N2CCCCCC(=O)O)ccc1O (centres undefined),-20
Cc1ccc(NC(=O)/C(=C/c2cccc([N+](=O)[O-])c2)NC(=O)c2ccccc2)c(Br)c1,1
CCN(CC)CCN1C(=O)C(=O)/C(=C(/O)c2ccc(Br)cc2)C1c1ccccc1F (centres undefined),-16
O=C(CCN1C(=O)c2ccccc2C1=O)N1CCN(Cc2ccc(Cl)cc2)CC1,-15
CCOC(=O)C1=C(CC)NC2=C(C(=O)CC(C)(C)C2)C1c1ccc(Cl)cc1Cl (centres undefined),-16
COc1ccc(/C=C(/C(=O)c2c(C)cc(C)[nH]c2=O)c2ccccc2)cc1,-5
CN(Cc1ccccc1)Cc1c(O)ccc2c3c(c(=O)oc12)CCC3,6
CC1=NNC(=O)C1CCC(=O)N/N=C(\C)c1cccc([N+](=O)[O-])c1 (centres undefined),-5
Cc1ccc(N2NC(=O)/C(=C/c3ccc(O)c(O)c3)C2=O)cc1,-3
O=C(NCCc1ccccc1)C(=O)Nc1cccc(Cl)c1Cl,15
Cc1cc(C)c(NS(=O)(=O)c2cc(C)ccc2C)c(C)c1,-23
Cc1ccnc(NC(=O)C(C)Oc2cccc(Cl)c2)c1 (centres undefined),-1
CC(=O)NC1=NN(C(C)=O)C(c2cccc(Cl)c2)S1 (centres undefined),-10
Fc1ccc(NC(=S)Nc2ccc(Br)cc2)cc1,0
COCCCNc1ncnc2ccc(Br)cc12,6

# Additional records.
SMILES,VHR inh color
C=CCOC(=O)C1=C(C)NC(C)=C(C(=O)OCC=C)C1c1cccs1,-7
Cc1c(N=Cc2cc3c(cc2Cl)OCO3)c(=O)n(-c2ccccc2)n1C,-52
COC(=O)C1=C(C)N(C)C(C)=C(C(=O)OC)C1c1ccc(OC)c(OC)c1,7
Cn1nnc(NC(=O)c2ccccc2F)n1,5
NC(=O)NC(c1ccccc1)c1ccc(Cl)cc1 (centres undefined),6
Cc1cc2nc(-c3cc(NC(=O)COc4ccccc4[N+](=O)[O-])ccc3Cl)oc2cc1C,-12
COc1ccc(CNC(=O)c2cc(OC)cc(OC)c2)cc1,6
CC(C)=NNc1nc2sc3c(c2c(=O)n1-c1ccc(C)cc1)CC(C)(C)OC3,14
COc1ccc(/C=C/C(=O)c2c(O)c(OC)c3occc3c2OC)cc1OC,-3
COc1ccc(OC)c(NC(=O)COc2ccc(C)c(C)c2)c1,-5
Cc1ccc(CSc2nnc(-c3ccco3)o2)c(C)c1,-5
CC/C(=C/C(=O)c1ccncc1)Nc1ccc(O)cc1,-7
NC1=NC2(CCCC2)N=C(Nc2cccc3ccccc23)N1,35
CCOc1ccc(N(CC(=O)NCCSCc2ccc(Cl)cc2)S(C)(=O)=O)cc1,10
CC(=O)Nc1cc(-c2ccc(Br)cc2)nn1Cc1ccccc1,-13
Cc1cc(C)cc(NC(=O)CSc2nc(C)cc(C)n2)c1,-38
O=C(O)c1cccc(C(=O)c2ccc3c(c2)C(=O)N(c2cccnc2)C3=O)c1,-13
O=C(CSc1nc2ccccc2o1)c1ccc2c(c1)Cc1ccccc1-2,-26
Cc1cccc(COc2ccc3c(c2)oc(=O)c2ccccc23)c1,96*
O=C(Nc1ccc(NC(=O)c2ccc(Cl)c(S(=O)(=O)N3CCOCC3)c2)cc1)c1ccccc1,3
COC(=O)C1=C(C)N(C)C(C)=C(C(=O)OC)C1c1cccc(Oc2ccccc2)c1,-2
COc1cc(/C=N/n2cnnc2)cc(I)c1O,16
CCOc1ccc2nc(SCC(=O)Nc3ccc([N+](=O)[O-])cc3)sc2c1,-1
CCOC(=O)C1=C(C)N=c2s/c(=C\c3cc(Br)ccc3O)c(=O)n2C1c1ccc(OC)cc1 (centres undefined),-15
O=C1NC(=O)N(Cc2ccccc2)C(=O)/C1=C\C=C\c1ccco1,1
# (next part)
SMILES,VHR inh color
O=C(Nc1ncccc1Cl)C1CC1c1ccccc1 (centres undefined),8
Cc1ccc(C(=O)N/C(=C\c2ccc(Cl)cc2)C(=O)NCc2ccncc2)cc1,-2
O=C1ON=C(c2ccc(Cl)cc2)/C1=C/c1ccccc1Cl,5
CCOC(=O)/C=C(\C)N1N=C(c2ccccc2)CC1c1ccccc1[N+](=O)[O-] (centres undefined),-24
CC(C)c1cccc(C(C)C)c1OCCCCN1CCOCC1,-34
Cc1ccccc1-c1nc2cc(NC(=O)c3cccc4ccccc34)ccc2o1,2
Nc1nnc(SCC(=O)NCc2ccccc2)s1,-7
Cc1cc(NC(=O)c2ccco2)ccc1NC(=O)c1ccccc1,0
CCOC(=O)c1c(NC(=O)c2ccc(OC)c([N+](=O)[O-])c2)sc2c1CCCC2,-14
COc1cccc(/C=C2\Sc3ccccc3C2=O)c1O,-6
COc1ccc(-c2cc(CC(=O)c3ccccc3)cc(-c3ccc(OC)cc3)n2)cc1,-9
COc1ccc(COC(=O)NNC(=O)c2ccccc2Cl)cc1,-4
COc1ccc(OCCNC(=O)c2ccccc2[N+](=O)[O-])cc1,-20
CCCOc1ccc(C(=O)Nc2ccc(Br)cc2C(=O)O)cc1,-2
CCOC(=O)c1c(N2C(=O)CC(Sc3ccccc3C(=O)O)C2=O)sc(C)c1C (centres undefined),-20
CCOC(=O)C1=C(C)NC2=C(C(=O)CCC2)C1c1ccc(OCc2cccc(F)c2)c(OC)c1 (centres undefined),4
CC(=O)C1C(=O)c2c(cccc2[N+](=O)[O-])C1=Nc1ccc(N=Cc2cc(Br)ccc2O)cc1 (centres undefined),-8
COC(=O)c1c(NC(=O)/C=C/C(=O)O)sc2c1CCC(C(C)(C)C)C2 (centres undefined),-7
O=C(Cc1ccc([N+](=O)[O-])cc1)N/N=C/c1c2ccccc2cc2ccccc12,1
COc1ccc(/C=N/n2cn[nH]c2=S)cc1,-15
Oc1ccc(-n2c(O)c(/C=C3\C=Nc4ccccc43)sc2=S)cc1,12
CC(=O)CCc1c(C)[nH]c2ccc(Br)cc2c1=O,-32
C=CCn1c(/N=C/c2ccc(OC)c3cccc(OC)c23)nc2ccccc21,-14
CC(C)c1ccc(/C=C2\SC(=S)NC2=O)cc1[N+](=O)[O-],79*
CCN=C1SC(CC(=O)Nc2ccccc2C(F)(F)F)C(=O)N1CC (centres undefined),-22
# Further entries:
SMILES,VHR inh color
O=C(Nc1ccccc1[N+](=O)[O-])C12CC3CC(CC(C3)C1)C2,-5
COc1cc(OC)c(NC(=O)c2ccc(Cl)c(Cl)c2)cc1Cl,-14
COc1ccc(N(CC(=O)Nc2ccccc2Cl)S(=O)(=O)c2ccc(OC)c(OC)c2)cc1,7
COc1ccc(C2Nc3ccccc3C(=O)N2Cc2ccco2)cc1 (centres undefined),-19
CC(c1ccccc1)C1CC(=O)N(c2ccccc2)C1=O (centres undefined),0
O=C(Nc1ccccn1)c1cc2cc(Br)ccc2oc1=O,-17
Cc1cccc(C(=O)NCC(C)CN(C)C)c1 (centres undefined),-8
COc1ccccc1OCCNC(=O)c1cc(SC)ccc1Cl,-2
CC(C)NC(=O)NCC12CC3CC(CC(C3)C1)C2,31
COc1ccc(NC(=O)c2ccc3ccccc3n2)cc1,1
O=C(N/N=C/c1cc(Br)ccc1O)c1cc(C2CC2)[nH]n1,-5

# Source: PubChem BioAssay
